KB-3-1 cytotox: kills parental KB-3-1 adenocarcinoma cells | 1.4% of 400,000 active | KB-3-1 viability, CellTiter-Glo ATP luminescence, 72 h | AID 1347075 | Potency, µM (doses to about 46.1 µM), for the others: top-dose activity change, negative = cytotoxic, actives largely listed as cytotoxic; further: potency means the concentration at half of the fitted maximal effect; on the % scale 0 is the no-effect control and ±100 the full control effect; nearly all actives have a fitted effect of over 60% in size
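Here the drug-naive KB-3-1 line serves as comparator for MDR sub-line selectivity; cells received compound titrations, 72 h at 37 °C, then CellTiter-Glo readout.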
HT1080NT lethal: kills 2HG-producing HT-1080-NT fibrosarcoma cells; Potency, µM (top dose mostly 46.1 µM), for the others: at the top dose activity, negative = less viability, most hits filed as cytotoxic; AID 686970; HT-1080-NT fibrosarcoma viability, CellTiter-Glo ATP luminescence, 48 h; 1.6% of 360,000 active;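 further: NT is the 2HG producing partner of a matched IDH1 knockdown line; potency means the concentration at half of the fitted maximal effect; 0% = DMSO-treated cells and -100% = media-only wells without cells; nearly all actives have a fitted effect of over 55% in size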
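A 48-hour cytotoxicity screen used HT-1080-NT cells plated 2 hours before compound delivery. ATP-based CellTiter-Glo luminescence measured viability, normalized to DMSO and no-cell controls.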
SW480 rereplic: DNA re-replication induction in SW480 cells; AID 624297; 1.8% of 340,000 active; SW480 DNA re-replication, Hoechst DNA content imaging, 48 h; Potency, µM (highest dose often 46.1 µM), without a hit: at the highest dose re-replication activation, most hits filed as activators; further: potency means the concentration at half of the fitted maximal effect; % of control where 0% means no effect; nearly all actives have a fitted effect of over 55% in size
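Image-based read-out: total Hoechst fluorescence of nuclei (405 nm excitation, 500-530 nm emission), with hits raising the fraction of high-intensity nuclei. SW480 colon cells incubated 48 hr with compounds at 37 C.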
DRD3 agonist: activates the human D3 dopamine receptor. P35462. 0.58% of 410,000 active. max activation, %. AID 652048. D3R DiscoveRx beta-arrestin cells, luminescence, 90 min; in the data active means max activation above about 30%; further: 0% is about no effect; mostly tested at two doses, the higher about 12 µM
Target sequence (P35462 whole entry, looked up): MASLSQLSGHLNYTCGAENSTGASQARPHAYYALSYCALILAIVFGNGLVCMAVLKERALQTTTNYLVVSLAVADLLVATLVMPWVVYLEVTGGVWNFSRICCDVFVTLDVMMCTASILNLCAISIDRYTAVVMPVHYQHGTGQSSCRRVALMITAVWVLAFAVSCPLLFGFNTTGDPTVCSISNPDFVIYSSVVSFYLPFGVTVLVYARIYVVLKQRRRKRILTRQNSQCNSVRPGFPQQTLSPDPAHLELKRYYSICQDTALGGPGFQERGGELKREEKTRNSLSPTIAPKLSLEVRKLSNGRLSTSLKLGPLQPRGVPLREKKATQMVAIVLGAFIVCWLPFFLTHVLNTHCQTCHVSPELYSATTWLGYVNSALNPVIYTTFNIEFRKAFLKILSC
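Cells at 1500/well, incubated overnight, then treated with pinned compounds (dopamine as control) for 90 min at 37 degrees C. DiscoveRx reagent added for 30 - 60 minutes at room temperature; luminescence read.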
GLP1R cytotox: cytotoxicity counter-screen for GLP-1 receptor inverse agonists; HEK293 cAMP-luciferase reporter cells, luminescence, 24 h; Potency, µM (series often up to 38.3 µM), for the others: top-dose activity change, negative = inhibition, hits mostly inhibitors; 0.13% of 410,000 active; AID 624418;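 further: loss of luciferase light is scored as toxicity; potency means the concentration at half of the fitted maximal effect; on the % scale 0 is the no-effect control and ±100 the full control effect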
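Luminescence readout: signal drop marks cytotoxicity. Plated cells grew 12 h at 37 °C, 5% CO2, received 23 nL compound for 24 h, then got luciferase reagent, read after 12 min at RT.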
HT1080 IDH1KD tx: toxicity to HT-1080 IDH1 knockdown cells (counter line); HT-1080 IDH1 knockdown viability, ATP luminescence, 48 h; Potency, µM (top dose mostly 46.1 µM), without a hit: at the top dose activity, negative = toxicity, most hits filed as cytotoxic; 2% of 360,000 active; AID 686971;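 further: potency means the concentration at half of the fitted maximal effect; 0% = DMSO wells and -100% = cell-free medium wells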
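Viability of IDH1-knockdown HT-1080 fibrosarcoma cells was assessed by CellTiter-Glo after 48 h at 37 °C with titrated compound; concentration-effect curves were classified by fit quality and response size.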
KB-V1 cytotox: kills drug-selected multidrug resistant KB-V1 cells | KB-V1 MDR cells viability, CellTiter-Glo, 72 h | Potency, µM (doses to about 46.1 µM), for the others: top-dose activity change, negative = cytotoxicity, most hits filed as cytotoxic | 3.4% of 400,000 active; further: potency means the concentration at half of the fitted maximal effect; on the % scale 0 is the no-effect control and ±100 the full control effect; nearly all actives have a fitted effect of over 60% in size
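Cytotoxicity toward P-gp-expressing KB-V1 cells was determined as loss of CellTiter-Glo luminescence after 72 h at 37 degrees C. Compounds were tested in quantitative HTS format across a concentration range, with curves fitted to normalized data.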
IL-1B inflam inh: inflammasome signaling inhibition, IL-1 beta readout; THP-1 LPS/ATP IL-1B secretion, AlphaLISA, 16 h; stronger effect = lower value; activity change, % at 57.5 µM; 4.7% of 360,000 active; in the data active means activity change below about -50%; inconclusive means mostly about -30% to -49%; further: on the % scale 0 is the no-effect control and ±100 the full control effect
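Secreted IL-1B measured by AlphaLISA bead assay after 16 h compound exposure of THP-1 cells; compounds (final up to 57.5 uM) added 1 h before LPS (250 ng/mL) and ATP (1.25 mM) stimulation; lower signal means less secretion.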
MCF10A rereplic: inducers of DNA re-replication in MCF 10A breast cells; MCF 10A DNA re-replication, Hoechst nuclear intensity, 48 h; Potency, µM (doses to about 46.1 µM), inactives show at the top dose activity, positive = re-replication, usual class: activators; 2.9% of 350,000 active; AID 624296; further: potency means the concentration at half of the fitted maximal effect; % of control where 0% means no effect; nearly all actives have a fitted effect of over 50% in size
* hit, by the source's call; ? = inconclusive; . = not tested or not shown; & = joins results of further samples; [ ] = another dose, or the depositor's remark. Unless noted, the call rests on the fitted dose curve; in most records, active means well fitted curve in the direction sought with a large enough effect; inconclusive means small, poorly fitted or top-dose-only effect, or another doubt; inactive means no such curve, though single readings can be large; an effect the other way counts as inactive or inconclusive.

(1) CC(=O)OCc1cc(=O)n(C)c(=O)n1C
(2) COc1cc2c(cc1OC)C(C)N(C(=O)c1cc3n(n1)C(C(F)(F)F)CC(c1ccco1)N3)CC2 (stereo not given)
(3) CN(C)CC(=O)N1c2ccccc2CCc2ccc(NC(=O)c3ccc(N)cc3)cc21
(4) Cc1cc(C)n(-c2ccc(C(=O)OCC(=O)c3c(N)n(C)c(=O)n(C)c3=O)cc2)n1
(5) Cc1ccc(C(=O)N2CCN(c3ccc(NC(=O)c4ccc5c(c4)OCCO5)cc3)CC2)cc1
(6) CC1(C)C(=O)Nc2ccccc2N1C(=O)c1ccc([N+](=O)[O-])cc1
screen / no.,1,2,3,4,5,6
KB-3-1 cytotox,-12%,?,-1%,-3%,?,-3%
HT1080NT lethal,8%,-20%,-5%,14%,-4%,-8%
SW480 rereplic,-12%,?,-3%,-4%,0%,?
DRD3 agonist,-5,-4,3,5,18,8
GLP1R cytotox,1%,-19%,-21%,-24%,-5%,-3%
HT1080 IDH1KD tx,7%,-22%,3%,-1%,-13%,3%
KB-V1 cytotox,-1%,0%,21%,-17%,?,-20%
IL-1B inflam inh,18,0,-21,-11,.,-9
MCF10A rereplic,0%,17%,-3%,1%,17%,10%

(7) Cc1cccc(N(Cc2ccccc2)C(=O)c2ccc(CS(C)(=O)=O)cc2)c1
(8) Cc1ccc(NC(=O)Cn2cnc3c(nnn3Cc3ccc(F)cc3)c2=O)cc1
(9) O=C(Cc1ccccc1)Nc1ccc2c(c1)C(=O)N(CC1CCCO1)C2=O (stereo not given)
(10) Cc1ccc(C(=O)OCC(=O)NCc2cccs2)cc1S(=O)(=O)N1CCOCC1
(11) CCCCc1nnc(NC(=O)CCN2C(=O)C3CC=CCC3C2=O)s1 (stereo not given)
(12) CCCn1c2c(c(O)c(C(=O)Nc3ccc(OC)cc3)c1=O)CCCC2
screen / no.,7,8,9,10,11,12
KB-3-1 cytotox,0%,19%,?,-3%,-22%,0%
HT1080NT lethal,3%,10%,4%,1%,1%[9.24 µM],-5%
SW480 rereplic,-15%,-3%,-9%,-9%,63%,-3%[9.22 µM]
DRD3 agonist,10,-11,1,-3,-4,1
GLP1R cytotox,4%,4%,-4%,1%,0%,5%
HT1080 IDH1KD tx,10%,0%,5%,-2%,-1%,-6%
KB-V1 cytotox,-1%,2%,18%,2%,9%,-3%
IL-1B inflam inh,-3,-12,0,1,30,23
MCF10A rereplic,0%,7%,-7%,-7%,5%,-9%

(13) Cc1cc2c(cc1C)C(c1cccc(F)c1)CC(=O)N2 (stereo not given)
(14) COc1ccc(C(=O)Nc2ccc(S(=O)(=O)N3CCOCC3)cc2)cc1[N+](=O)[O-]
(15) COc1cccc(-c2cc(C(F)(F)F)nc(-n3ccc([N+](=O)[O-])n3)n2)c1
(16) CCOC(=O)c1cc2c(=O)n3ccccc3nc2n(Cc2ccco2)c1=NC(=O)c1ccc(F)cc1
(17) O=C(c1ccco1)N1CCC(c2nc3ccccc3[nH]2)CC1
(18) COC(=O)c1ccccc1NC(=O)c1ccc(COc2ccccc2Cl)o1
screen / no.,13,14,15,16,17,18
KB-3-1 cytotox,?,3%,0%,14%,5%,27%
HT1080NT lethal,-17%,15%,16%,.,6%,.
SW480 rereplic,?,-14%,4%,.,-2%,.
DRD3 agonist,3,1,1,10,3,7
GLP1R cytotox,-14%,-7%,7%,247%[activator],2%,5%
HT1080 IDH1KD tx,-22%,0%,-2%,.,14%,.
KB-V1 cytotox,?,?,-5%,5%,25%,19%
IL-1B inflam inh,44,?,-1,.,-1,.
MCF10A rereplic,15%,4.6µM*,19%,.,4%,.

(19) O=C(NCCc1ccccc1)C1CCC(CNS(=O)(=O)c2ccccc2)CC1 (stereo not given)
(20) COc1ccc(CCNC(=O)CSc2cn(CCNC(=O)c3ccc(OC)c(OC)c3)c3ccccc23)cc1OC
(21) COc1ccc(S(=O)(=O)NCC(=O)N(CC(=O)NCC2CCCO2)c2cc(C)ccc2C)cc1 (stereo not given)
(22) COc1ccc(-c2onc(C)c2C)cc1S(=O)(=O)NCC1CCN(Cc2cccc(F)c2)CC1
(23) O=C(NNC(=O)c1ccc(Oc2cc(Cl)cc(Cl)c2)o1)c1ccccc1
(24) CCCC(=O)Nc1cc(Cl)ccc1N1CCN(C(=O)CC)CC1
screen / no.,19,20,21,22,23,24
KB-3-1 cytotox,1%&-2%,-13%,6%,-15%,?,3%
HT1080NT lethal,-3%,.,6%,.,-12%,0%
SW480 rereplic,-3%,.,0%,.,0%,21%
DRD3 agonist,3&-9,-5,-8,-19,-7,9
GLP1R cytotox,-5%&-9%,-1%,-14%,-15%,-30%,-3%
HT1080 IDH1KD tx,-11%,.,0%,.,?,17%
KB-V1 cytotox,?,-23%,2%,11%,?,?
IL-1B inflam inh,62,.,34,.,11,-2
MCF10A rereplic,6%,.,1%,.,?,18µM*

Among those listed so far, 3 contain a nitro group on carbon:
(6) CC1(C)C(=O)Nc2ccccc2N1C(=O)c1ccc([N+](=O)[O-])cc1
(14) COc1ccc(C(=O)Nc2ccc(S(=O)(=O)N3CCOCC3)cc2)cc1[N+](=O)[O-]
(15) COc1cccc(-c2cc(C(F)(F)F)nc(-n3ccc([N+](=O)[O-])n3)n2)c1
screen / no.,6,14,15
KB-3-1 cytotox,-3%,3%,0%
HT1080NT lethal,-8%,15%,16%
SW480 rereplic,?,-14%,4%
DRD3 agonist,8,1,1
GLP1R cytotox,-3%,-7%,7%
HT1080 IDH1KD tx,3%,0%,-2%
KB-V1 cytotox,-20%,?,-5%
IL-1B inflam inh,-9,?,-1
MCF10A rereplic,10%,4.6µM*,19%

Going on with the list.
(25) O=C(CCCN1C(=O)c2ccccc2C1=O)NC1=NCCS1
(26) CCN(CC(=O)Nc1c(F)cccc1F)C(=O)CCc1c[nH]c2ccccc12
(27) COC(=O)c1[nH]c2ccc(C)cc2c1NC(=O)C(C)N1CCN(C2CCCCC2)CC1 (stereo not given)
(28) O=C1c2ccccc2C(c2nnnn2-c2ccc3c(c2)OCCO3)N1CCOc1ccccc1 (stereo not given)
(29) Cc1cccc2c1NC(=O)C2(O)N1CCCC(C)C1 (stereo not given)
(30) COc1cccc(OC)c1OCCN1CCC(C(=O)NC(c2ccc3c(c2)OCO3)c2ccccn2)CC1 (stereo not given)
screen / no.,25,26,27,28,29,30
KB-3-1 cytotox,5%,3%,-1%,-10%,6%,-1%
HT1080NT lethal,8%,-2%,?,-1%,-5%,-19%
SW480 rereplic,-5%,-5%,-4%,.,-2%,.
DRD3 agonist,3,7,-4,5,2,-29
GLP1R cytotox,2%,-4%,-1%,3%,4%,12%
HT1080 IDH1KD tx,25%,4%,-5%,0%,-27%,-9%
KB-V1 cytotox,?,11%,5%,?,-13%,-2%
IL-1B inflam inh,21,-8,13,-1,9,-29
MCF10A rereplic,0%,1%,-3%,.,5%,.

(31) CSC1=NCCN1C(=O)c1ccc(S(=O)(=O)N(C)C)cc1
(32) OCCC1CN(Cc2ccc(C(F)(F)F)cc2)CCN1Cc1ccccc1 (stereo not given)
(33) CCn1ncc(C2=NOC(C(=O)Nc3c(C)n(C)n(-c4ccccc4)c3=O)C2)c1C (stereo not given)
(34) CCOC(=O)C1C2C=CC3(CN(Cc4cccs4)C(=O)C13)O2 (stereo not given)
(35) COc1ccc(-c2cc3ccccc3n2CC(O)CNCCO)cc1 (stereo not given)
(36) O=C(O)c1ccc(NC(=S)NC(=O)c2cccnc2)cc1
screen / no.,31,32,33,34,35,36
KB-3-1 cytotox,6%,-4%,6%,-5%,-19%,-2%
HT1080NT lethal,5%,-13%,-1%,20%,-24%,-4%
SW480 rereplic,4%,-2%,-10%,-3%,-2%,1%
DRD3 agonist,6,-28,3,-4,-10,-13
GLP1R cytotox,6%,-7%,-1%,2%,-12%,-8%
HT1080 IDH1KD tx,8%,?,0%,25%,-16%,13%
KB-V1 cytotox,6%,?,4%,4%,0%,-13%
IL-1B inflam inh,8,-7,33,-1,-2,18
MCF10A rereplic,-1%,4%,0%,-4%,-3%,-9%

(37) COC(CN(C)C(C(=O)NC1CCCCC1)c1ccccc1)OC (stereo not given)
(38) CC(C)c1cccc(C(C)C)c1OC(=O)[C@H]1OC(c2ccc(Br)cc2)=C[C@@H]1c1ccc(Br)cc1
(39) O=C(c1cc(F)c(F)cc1Cl)N1CCCCC1
(40) O=c1[nH]c(CN2CCN(CCO)CC2)nc2ccccc12
(41) O=C(CNc1ccccc1N1CCCC1=O)Nc1cc(Cl)ccc1-n1cncn1
(42) Cc1nc2ccccc2n1C(=O)N1CCOCC1
(43) COc1ccc(-n2ncc3c(=O)n(CC(=O)N4c5ccccc5CC4C)cnc32)cc1 (stereo not given)
(44) COc1ccc(NC2CCCN(C(=O)c3ccc(C)c(N4CCNC4=O)c3)C2)cc1 (stereo not given)
screen / no.,37,38,39,40,41,42,43,44
KB-3-1 cytotox,16%,?,9%,10%,-5%,-7%,-2%,.
HT1080NT lethal,18%,?,12%,-1%,15%,0%,-2%,-4%
SW480 rereplic,2%,-1%,-1%,1%,-8%,-6%,2%,.
DRD3 agonist,3,16,0,0,5,-3,2,12
GLP1R cytotox,12%,-7%,18%,-2%,-4%,-6%,2%,4%
HT1080 IDH1KD tx,13%,?,1%,2%,10%,1%,1%,5%
KB-V1 cytotox,?,?,11%,3%,12%,13%,-12%,.
IL-1B inflam inh,0,0,3,2,-19,6,0,5
MCF10A rereplic,6%,28%,2%,0%,-18%,1%,7%,.

High-throughput results as filed in PubChem.
